Source: PubChem BioAssay
RECQ1 helicase = blocks DNA unwinding by human RECQ1 | P46063 | RECQ1 DNA unwinding, red fluorescence kinetic read | Potency, µM (highest dose often 57.3 µM), for the others: top-dose activity, negative = inhibition, most hits filed as inhibitors | 0.54% of 240,000 active;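 also: plate controls were vehicle for no effect and no enzyme for full effect; nearly all actives have a fitted effect of over 30% in size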
Target sequence (P46063 whole entry, looked up): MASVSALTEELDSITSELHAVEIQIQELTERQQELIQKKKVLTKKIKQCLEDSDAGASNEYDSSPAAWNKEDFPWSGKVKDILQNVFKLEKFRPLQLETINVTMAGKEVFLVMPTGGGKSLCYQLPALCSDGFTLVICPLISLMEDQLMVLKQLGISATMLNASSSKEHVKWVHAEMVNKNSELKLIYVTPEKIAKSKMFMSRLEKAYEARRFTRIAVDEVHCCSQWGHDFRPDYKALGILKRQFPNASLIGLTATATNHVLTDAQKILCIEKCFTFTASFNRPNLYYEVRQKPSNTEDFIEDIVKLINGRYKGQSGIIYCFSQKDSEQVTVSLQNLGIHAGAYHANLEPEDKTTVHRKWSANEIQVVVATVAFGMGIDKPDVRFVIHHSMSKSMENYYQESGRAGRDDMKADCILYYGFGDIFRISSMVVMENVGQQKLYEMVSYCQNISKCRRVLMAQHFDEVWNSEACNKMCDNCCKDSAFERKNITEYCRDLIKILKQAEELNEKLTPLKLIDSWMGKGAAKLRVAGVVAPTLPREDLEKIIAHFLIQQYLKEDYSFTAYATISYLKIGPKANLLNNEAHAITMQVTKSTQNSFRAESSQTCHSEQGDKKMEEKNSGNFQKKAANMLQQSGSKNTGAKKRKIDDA
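RECQ1T1 50 nM; forked duplex (20 bp + 30-nt ss tails) 200 nM, ATP 2 mM final; pH 8.0, 2 mM MgCl2, 2.5 ug/ml poly(dI-dC); 15 min compound preincubation; discontinuous kinetic read over 2 h at RT.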
TexasRed fluor = counter-screen for TRb-SRC2 inhibitors: fluorescence interference | TRb/SRC2 Texas Red total fluorescence interference | Potency, µM (top dose mostly 106 µM), for the others: top-dose fluorescence change, negative = quenching | 0.29% of 280,000 active; active = well fitted curve in either direction with a large enough effect; inconclusive = small, poorly fitted or top-dose-only effect
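Flags fluorescent or light-absorbing compounds by total fluorescence, S + 2P, at 555 nm excitation and 632 nm emission. Mixture: 20 nM Texas Red SRC2 peptide, 0.6 uM human TRb LBD, 1 uM T3, 5% DMSO; compound exposure 5 h at ambient temperature.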
GAA inhib = blocks human lysosomal alpha-glucosidase; purified human GAA, 4-MU-alpha-glucoside fluorescence; Potency, µM (top dose mostly 76.9 µM), inactives show top-dose activity change, negative = inhibition, most hits filed as inhibitors; P10253; 0.005% of 200,000 active;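 also: plate controls were uninhibited enzyme wells for no effect and no-enzyme background for full effect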
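Human enzyme at 4 nM with 400 uM 4-methylumbelliferyl-alpha-D-pyranoside, citrate/phosphate buffer pH 5.0, 0.005% Tween-20, 20 min at room temperature. Compounds up to 77 uM. 4-MU fluorescence (Ex 365/Em 440) read after NaOH/glycine stop; AC50 from Hill fit.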
L3MBTL1 block = blocks human L3MBTL1 | Q9Y468 | AlphaScreen L3MBTL1–H3K9me1 peptide binding | Potency, µM (highest dose often 57.1 µM), without a hit: at the highest dose activity, negative = inhibition, actives largely listed as inhibitors | 0.66% of 230,000 active; also: nearly all actives have a fitted effect of over 60% in size
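AlphaScreen proximity signal between nickel-chelate acceptor and streptavidin donor beads (final 10 ug/mL) reports binding of 50 nM L3MBTL1 to 75 nM biotin-H3 K9me1 peptide; complex incubated with compounds 30 min at room temperature; cefsulodin titration as control.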
aGlu spleen mod = inhibits or activates alpha-glucosidase in human spleen homogenate; P10253; human spleen homogenate, 4-MU-alpha-glucoside fluorescence; Potency, µM (doses to about 79.9 µM), without a hit: top-dose activity change, negative = inhibition, hits mostly inhibitors; 0.006% of 240,000 active; AID 2112;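 also: 0% = enzyme with vehicle and -100% = no enzyme basal signal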
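Compounds were titrated against alpha-glucosidase in spleen homogenate at pH 5.0, with 1 mM 4-methylumbelliferyl substrate for 40 min at 37 C. Reactions were quenched with pH 10 NaOH/glycine and fluorescence measured.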
GAA glycogen mod = inhibitors or activators of human alpha-glucosidase glycogen cleavage | 0.38% of 300,000 active | recombinant GAA, glycogen substrate, Amplex Red glucose oxidase fluorescence | AID 2100 | Potency, µM (doses to about 76.4 µM), inactives show at the highest dose activity change, negative = inhibition, actives largely listed as inhibitors | P10253;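 also: 0% = full enzyme reaction and -100% = no-enzyme basal signal; the screen sought inhibitors and activators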
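Recombinant enzyme (4 nM final) with compounds titrated up to 77 uM and bovine liver glycogen (30 ug) in citrate pH 5.0, 0.01% Tween-20, 37 C 40 min. Released glucose detected by Amplex Red/glucose oxidase (Ex 573/Em 610); AC50 from Hill fits.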
RGS12 GoLoco inh = blocks human Gai1 binding to RGS12 GoLoco peptide, red readout; P63096; Gai1:RGS12 GoLoco peptide FP, rhodamine, 10 min; Potency, µM (series often up to 61.6 µM), without a hit: at the top dose activity, negative = inhibition, hits mostly inhibitors; 0.44% of 230,000 active; AID 880; active = well fitted inhibition curve with a large enough effect, not every such curve was filed as active; inactive = no such curve, though single readings can be large or run the other way; also: nearly all actives have a fitted effect of over 30% in size; many of its hits are not listed in these tables
Target sequence (P63096 whole entry, looked up): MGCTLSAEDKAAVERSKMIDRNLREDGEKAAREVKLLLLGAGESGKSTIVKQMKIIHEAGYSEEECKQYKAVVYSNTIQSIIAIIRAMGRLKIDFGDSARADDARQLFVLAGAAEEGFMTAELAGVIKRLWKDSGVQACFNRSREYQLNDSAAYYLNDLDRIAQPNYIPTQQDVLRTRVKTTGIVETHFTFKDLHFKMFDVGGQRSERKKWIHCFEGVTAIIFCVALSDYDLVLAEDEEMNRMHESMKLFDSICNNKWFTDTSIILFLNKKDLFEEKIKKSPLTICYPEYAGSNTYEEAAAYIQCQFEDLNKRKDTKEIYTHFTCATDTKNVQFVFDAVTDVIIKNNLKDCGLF
TRb SRC2 PPI = disrupts binding of human TR beta to SRC2; 0.065% of 280,000 active; P10828; Potency, µM (doses to about 106 µM), for the others: at the top dose activity change, negative = inhibition, usual class: inhibitors; TRbeta-SRC2 peptide binding, fluorescence polarization; receptor liganded with 1 µM T3; AID 1469;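 also: plate controls were bound peptide for no effect and peptide without receptor for full effect; nearly all actives have a fitted effect of over 50% in size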
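Fluorescence polarization of 20 nM Texas Red SRC2 peptide (20-aa NR interaction domain) bound to 0.6 uM human TRb ligand-binding domain, with 1 uM T3, after 5 hr at ambient temperature; inhibition seen as decreased polarization.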
* marks the source's active call; other numbers are inactive results; i = inactive; u = inconclusive; x = no result given; & = joins results of further samples; [ ] = dose if it differs, or a comment. Unless noted, calls follow the shape of the dose curve; as a rule, active = well fitted curve in the direction sought with a large enough effect; inconclusive = small, poorly fitted or top-dose-only effect, or another doubt; inactive = no such curve, though single readings can be large; an effect the other way counts as inactive or inconclusive. Unless noted, % is scaled to controls: 0 for no effect and ±100 for the full control effect; potency is read from the fitted curve at half-maximal effect. These rows are one share of the data. The share of hits here may be higher or lower than overall.

SMILES | RECQ1 helicase | TexasRed fluor | GAA inhib | L3MBTL1 block | aGlu spleen mod | GAA glycogen mod | RGS12 GoLoco inh | TRb SRC2 PPI
O=C(COc1ccc(Cl)cc1)NNC(=O)c1ccccn1 | i | -3% | 7% | 8% | -1% | -1% | 4% | 1%
O=C(NCCN1CCOCC1)c1cc2c(=O)n3ccccc3nc2n1Cc1ccccc1 | -1% | -5% | u | 7% | 16% | -1% | 8% | -2%
O=C(CCN1C(=O)c2ccccc2C1=O)NCCN1CCOCC1 | -14% | 1% | 1% | x | 3% | -2% | 6% | -1%
FC(F)(F)c1cccc(Cc2noc(CN3CCSCC3)n2)c1 | 0% | -5% | -7% | 0% | 6% | -10% | 2% | -3%
CCOc1ccc(N2C(=O)CC(Sc3nc(C)cc(C)c3C#N)C2=O)cc1 (stereo not drawn) | -9% | 0% | -1% | 6% | -2% | -5% | 49%[activator] | 8%
CC(=O)[C@H]1CC[C@@H]2[C@H]3CC=C4C[C@@H](O)CC[C@]4(C)[C@H]3CC[C@]12C | 2%[25.9 µM] | 1%[53 µM] | x | x | -3%[29.1 µM] | x | -2%[21.6 µM] | 2%[53 µM]
CCOc1ccccc1Nc1ccnc2cc(Cl)ccc12 | i | u | u | 0% | 10% | -5% | 3% | -18%
COc1ccc(C2(CNC(=O)/C=C/c3ccco3)CCCC2)cc1OC | -29% | 1% | 6% | -10% | -10% | -9% | -13% | 0%
COc1cc2c(cc1OC)CN(C(=O)CSc1nc(C)cc(C)c1C#N)CC2 | i | 1% | -2% | -3% | -1% | 15% | -4% | -16%
Cc1sc2nc(CSCC(=O)Nc3ccc(N4CCOCC4)cc3)[nH]c(=O)c2c1C | -8% | 1% | -5%[15.4 µM] | u | 0% | -7% | 55%[activator] | 0%
COc1ccc(-c2nsc3c(N4CCN(S(=O)(=O)c5ccccc5)CC4)ncnc23)cc1 | i | -4% | 0% | 4% | 2% | 5% | -4% | -3%
O=C(CNC(=O)C1CCCCC1)NCCCO | -3% | 3% | -6% | 3% | 7% | 5% | -5% | -4%
O=C(NN=C1CCCCCCC1)c1ccc2ccccc2n1 | -7% | -1% | 1% | -11% | 6% | u | 1% | 3%
NNc1nc(Nc2ccccc2)nc(Nc2ccccc2)n1 | i | -2% | 7% | -28% | -4% | u | 12% | -2%
CCC(C)n1ncn(-c2ccc(N3CCN(c4ccc(O)cc4)CC3)cc2)c1=O (stereo not drawn) | -7% | 0% | 2% | -1% | 2% | u | -12% | -1%
CC(=O)Nc1ccc(S(=O)(=O)N(C)CC(=O)OCC(=O)N2CCc3ccccc32)cc1 | -15% | -7% | -8% | x | 0% | 1% | -43% | 0%
Cc1cc(C)nc(NNC2=CC(=O)CC(C)(C)C2)n1 | -21% | -3% | 2% | -4% | 0% | u | -9% | -1%
CCN(CC)CCOc1ccc(C(O)(Cc2ccc(Cl)cc2)c2ccc(C)cc2)cc1 (stereo not drawn) | -14% | -5% | x | x | 8% | x | x | 0%
CC(C)(C)C1CCc2onc(C(=O)NC3CCCC3)c2C1 (stereo not drawn) | -4% | -1% | -4% | 6% | -4% | -7% | -2% | 8%
CCCOc1ccc(C2C(=O)N(C3CCCCC3)CC(=O)N2CCC)cc1OC (stereo not drawn) | i | 0% | -7% | 0% | -2% | 8% | x | -3%
CCCCS(=O)CC(CS(=O)CCCC)OC(=O)c1ccc(C)cc1 (stereo not drawn) | i | 1% | -5% | 8% | -5% | -1% | 4% | 0%
CCc1ccc(OCC(=O)NC(=S)Nc2ccc(C(=O)O)cc2)cc1 | -5% | 2% | 2% | 7% | -6% | -2% | 1% | 0%
CC1=Nc2cccc3cccc(c23)N1C | 2% | -2%[53 µM] | 7% | -7% | 7% | 0% | 7% | 0%[53 µM]
O=C(NC12CC3CC(CC(C3)C1)C2)N1CCN(c2ncccn2)CC1 | i | -5% | u | 2% | 5% | -3% | 11% | -2%
CCCNC(=O)CCNC(=O)c1ccc(C(C)(C)C)cc1 | -3% | 0% | -4% | 2% | 1% | 0% | -4% | -4%
Carrying on:
SMILES | RECQ1 helicase | TexasRed fluor | GAA inhib | L3MBTL1 block | aGlu spleen mod | GAA glycogen mod | RGS12 GoLoco inh | TRb SRC2 PPI
O=C(CCCCCN1C(=O)c2cccc3cccc(c23)C1=O)N1CCOCC1 | -5% | -2% | -6% | 0% | 1% | -3% | 4% | -9%
FC(F)Oc1ccc(NC(=S)N2CCc3ccccc32)cc1 | -2% | -1% | -3% | x | -6% | -25% | 4% | 3%
Clc1ccc(SCc2cc(-c3ccc(Cl)cc3)on2)cc1 | -5% | -2% | 1% | 133%[activator] | 7% | -4% | 0% | -1%
CCN(CC)CCN1CNC(=S)N(c2ccccc2OC)C1 | 15% | 1% | -6% | 1% | 1% | 2% | 3% | -1%
COc1cc(C(=O)Nc2ccc(S(=O)(=O)NC(C)(C)C)cc2)cc(OC)c1OC | 0% | -4% | -2% | x | -11% | 5% | -5% | 3%
COc1ccc(O[C@H]2C=C[C@@H](c3ccccc3)O[C@@H]2CO/N=C(\C)CCN2CCCCc3nc(C)c(C)cc32)cc1 | -8%[11.5 µM] | -2%[11.2 µM] | -1% | -11% | 2%[17.4 µM] | -17% | 61%[activator] | 1%[11.2 µM]
O=C(COc1nncc2ccccc12)NCC(F)(F)F | -10% | -1% | 8% | -2% | 12% | 3% | 13% | -1%
COc1ccccc1OCc1nc(C#N)c(NCc2ccco2)o1 | 12% | -1% | 8% | x | -6% | 3% | -9% | -6%
COC(=O)c1cccnc1SCc1ccccc1 | i | 0% | 2% | 42%[activator] | -4% | -2% | 2% | 4%
O=C(COC(=O)c1ccccc1NS(=O)(=O)c1cc([N+](=O)[O-])ccc1Cl)c1ccccc1 | i | -5% | 11% | 2% | -6% | -13% | 17% | -5%
CNc1ccccc1C(=O)N1CCc2c([nH]c3ccccc23)C1=O | -2% | -4% | x | x | 17% | x | -8% | -5%
Cc1cccc(CCNC(=O)CCc2c(C)nc3ncnn3c2C)c1 | 1% | -2%&2% | -1% | 0% | -1% | -10%[76.3 µM] | 2% | -9%&5%
Cc1ccc(/C=C/C(=O)N2CCc3ccccc32)o1 | u | 1% | 1% | 32µM* | -12% | 11% | -4% | 2%
CCOC(=O)N1CCC(NC(=O)C2CCN(S(=O)(=O)c3cccc4cccnc34)CC2)CC1 | -3% | -10% | u | 8% | -1% | -4% | 0% | -11%
CCOc1ccc(-n2cc(C(=O)Nc3cccc(Cl)c3)c3cc(OC)c(OC)cc3c2=O)cc1 | -18% | -2% | -24% | x | -1% | 1% | 6% | -3%
COc1ccc(C(C)(C)C)cc1NC(=O)C1C2C=CC(C2)C1C(=O)O (stereo not drawn) | 15% | -3% | -3% | -1% | -21% | -9% | -5% | 1%
N#C/C(=N/Nc1ccccc1[N+](=O)[O-])C(N)=S | -8% | -2% | x | x | 4% | 8% | -1% | -4%
COc1cc(C(=O)Nc2ccc(Oc3ncnc4sc(-c5ccccc5)cc34)cc2)cc(OC)c1OC | -10% | 2% | 2% | 1% | 6% | -10% | 4% | 3%
COc1ccc(-c2nc3cnccn3c2NC(C)(C)CC(C)(C)C)cc1O | -9% | 1% | 2% | -11% | -2% | -14% | 3% | 9%
CC(C)(C)OC(=O)NCCC(=O)N/N=C/c1cccc2nccnc12 | -5% | -4% | u | -2% | -3% | 3% | 12% | -7%
O=C(CCS(=O)(=O)c1ccccc1)Nc1nc2c(s1)CCCC2 | -8% | -1% | -4% | x | 3% | -12% | -3% | -3%
O=S(=O)(NCC1CCCO1)c1ccc2oc3ccc(S(=O)(=O)NCC4CCCO4)cc3c2c1 (stereo not drawn) | -1% | -4% | -8% | x | -9% | -2% | 3% | 3%
Cc1cc(C)n(-c2ccc(C(=O)OCC(=O)N(CC(C)C)C3CCS(=O)(=O)C3)cc2)n1 (stereo not drawn) | -3% | -1% | -4% | -2% | -4% | 7% | -32% | 5%
CN(C(=O)Nc1ccc(Cl)cc1)c1c2c(nn1C)CCCC2 | -11% | 2% | -3% | 2% | -9% | -7% | 4% | 2%
CCC1(C)SC(NC(C)=O)=NN1C(C)=O (stereo not drawn) | 7% | 3% | -5% | 8% | 0% | -5% | -11% | -1%
(continued)
SMILES | RECQ1 helicase | TexasRed fluor | GAA inhib | L3MBTL1 block | aGlu spleen mod | GAA glycogen mod | RGS12 GoLoco inh | TRb SRC2 PPI
COc1cccc(C(=O)NC2CCN(CC(=O)Nc3c(C)cc(C)cc3C)CC2)c1 | i | 2% | -11% | 9% | -2% | -3% | 5% | 4%
CCOc1cc(N2CCOCC2)c(OCC)cc1NC(=O)Cn1[nH]c(=O)c2ccccc2c1=O | -2%&15% | -7%&-3% | -5% | 10% | -3%&2% | -3%&3% | 4%&9% | 3%&-11%
COc1ccc(/C=C2\SC(=S)N(CCCC(=O)Nc3ccccn3)C2=O)cc1OC | -2% | -1% | -14% | -22% | -7% | 3% | 45%[activator] | 6%
Cc1cccc(Oc2ccccc2NC(=O)c2cnccn2)c1 | i | 1% | -4% | x | 0% | -5% | 13% | -17%
O=C(Cc1cccs1)N(Cc1ccco1)C1(C(=O)NC2CCCC2)CCCCC1 | i | -1% | -3% | x | -22% | 2% | 4% | -8%
CC1Cc2ccccc2N1S(=O)(=O)c1ccc2c(c1)n(C)c(=O)c(=O)n2C (stereo not drawn) | -6% | -2% | -1% | 5% | -2% | 8% | -15% | 2%

Part of the list above in order of count of non-hydrogen atoms, falling.
SMILES | RECQ1 helicase | TexasRed fluor | GAA inhib | L3MBTL1 block | aGlu spleen mod | GAA glycogen mod | RGS12 GoLoco inh | TRb SRC2 PPI
COc1cccc(C(=O)NC2CCN(CC(=O)Nc3c(C)cc(C)cc3C)CC2)c1 | i | 2% | -11% | 9% | -2% | -3% | 5% | 4%
O=C(Cc1cccs1)N(Cc1ccco1)C1(C(=O)NC2CCCC2)CCCCC1 | i | -1% | -3% | x | -22% | 2% | 4% | -8%
Cc1cccc(Oc2ccccc2NC(=O)c2cnccn2)c1 | i | 1% | -4% | x | 0% | -5% | 13% | -17%
CCC1(C)SC(NC(C)=O)=NN1C(C)=O (stereo not drawn) | 7% | 3% | -5% | 8% | 0% | -5% | -11% | -1%
